# Source: PubChem
# PAD4 inhibitors: blockers of protein arginine deiminase 4 – biochemical, fluorescence polarization, primary screen (AID 463073); recombinant PAD4, RFA probe fluorescence polarization; active compounds read high; inhibition, % at 5 µM; hit rate 0.5% among 2,000;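 active = inhibition above 30%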;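 note: 0% = PAD4 with DMSO and 100% = wells lacking PAD4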
#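 System: recombinant PAD4. Amount: PAD4 at 2 µM in dispensed buffer, before additions. Doses: single 5 µM final compound concentration. Timing: 30 min 25 °C preincubation, 5 h 37 °C labeling. Benchmarks: wells lacking PAD4 as full-inhibition control. Repeats: single well per compound. Measured by: FP, ex 525 nm, em 598 nm.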
# Starred values were filed as active, the others as inactive; & = joins results of further samples. Not all compounds are listed; count on the stated rates, not on these rows.
Structure	PAD4 inhibitors
c1ccc(Nc2cccc3c(Nc4ccccc4)cccc23)cc1	9.4
COCC(C)NC(=O)c1ccc(CN2CCc3ccccc3C2)cc1 (stereo unspecified)	-4.1
CC(=O)OCC(=O)[C@@]1(OC(C)=O)[C@@H](C)C[C@H]2[C@@H]3C[C@H](F)C4=CC(=O)C=C[C@]4(C)[C@@]3(F)[C@@H](O)C[C@@]21C	0.8
CN1CCN(CCCN2c3ccccc3Sc3ccc(C(F)(F)F)cc32)CC1	-1.0
CSCC[C@H](NC(=O)Nc1ccc(C)cc1C)C(=O)O	2.5
O=C(CCCN1C(=O)/C(=C\c2cccc(Br)c2)SC1=S)Nc1cccnc1	2.5
Nc1ccc(C(=O)O)c(O)c1	2.9&-1.5
COc1cccc2c1OCC1COc3c(c(=O)n(C)c(=O)n3C)C21 (stereo unspecified)	0.7
CC12COC3(C(=O)Nc4ccc(F)cc4)CC1CCC32C (stereo unspecified)	0.0
CCOC(=O)c1cccc(C(=O)OCC)n1	-2.5
O=S(=O)(NCCCCCNS(=O)(=O)c1ccccc1)c1ccccc1	2.7
CC(=O)NC(NC(=S)N1CCCCCC1)C(Cl)(Cl)Cl (stereo unspecified)	-6.1
COc1cccc(-n2cc(CNCc3c(C(=O)N(C)C)nc4ccc(Cl)cn34)cn2)c1	-1.6
CCc1c(C(C)=O)oc2ccc3c(C)cc(=O)oc3c12	3.0
Clc1ccccc1CN1CCc2sccc2C1	-2.9

# Some of the entries above in a different format.
SMILES: CN1CCN(CCCN2c3ccccc3Sc3ccc(C(F)(F)F)cc32)CC1
  PAD4 inhibitors: -1.0

SMILES: CSCC[C@H](NC(=O)Nc1ccc(C)cc1C)C(=O)O
  PAD4 inhibitors: 2.5

SMILES: O=C(CCCN1C(=O)/C(=C\c2cccc(Br)c2)SC1=S)Nc1cccnc1
  PAD4 inhibitors: 2.5

SMILES: Nc1ccc(C(=O)O)c(O)c1
  PAD4 inhibitors: 2.9&-1.5

# The listing continues.
Structure	PAD4 inhibitors
COC(=O)C1[C@H]2C(=O)N(Cc3cccs3)C[C@]23C=C[C@H]1O3 (stereo partly specified)	2.5
O=C(Nc1ccc(F)c([N+](=O)[O-])c1)c1ccc2c(c1)OCCO2	5.2
CCc1c(C)c2ccc(OCC(=O)OC(C)C)c(C)c2oc1=O	-1.4
Cc1cc(-c2nn(-c3ccccc3F)cc2CN2CCCC(O)C2)c(C)s1 (stereo unspecified)	2.1
COc1ccc(CCn2c(C)cc3c(c2=O)C(c2ccncc2)C(C#N)=C(N)O3)cc1OC (stereo unspecified)	-4.0
CC1(C)C(=O)OC(C(=O)c2ccc(Cl)cc2)C(C)(C)C1=O (stereo unspecified)	-1.0
c1ccc2c(c1)CCCC2C1=NCCN1 (stereo unspecified)	-1.5
CC(NC(=O)OCc1ccccc1)C(=O)N1CC(O)CC1C(=O)O (stereo unspecified)	6.6
COc1ccc(C(=O)OCc2cc3cccc(C)c3[nH]c2=O)cc1	-60
COc1ccc(CC(=O)NCC2(c3ccc(OC)c(OC)c3)CCOCC2)cc1	2.1
O=C(CCCCC(=O)NC1CCCC1)NC1CCCC1	-3.2
COc1ccc(CN(C)CCc2ccccn2)cc1OC	-0.3
O=C(O)c1ccc(N2C(=O)/C(=C\c3ccccc3)N=C2c2ccccc2)cc1	-0.5
CCS(=O)(=O)Nc1cc(OC)c(OC)cc1Cc1nccc2cc(OC)c(OC)cc12	3.5
CCCC(=O)Nc1ncnc2c1ncn2[C@@H]1O[C@@H]2COP(=O)(O)O[C@H]2[C@H]1OC(=O)CCC	5.3
COc1ccc(/C=C/C(=O)NC(=S)NN2CCCCC2c2cccnc2)cc1 (stereo unspecified)	2.5
Cc1ccc(-n2ncc3c(Nc4cccc(C(=O)O)c4)ncnc32)cc1	0.7
COc1ccc(/C=C(/C#N)c2cccnc2)cc1OC	-2.3
COc1cc(C2C(C(C)=O)=C(O)C(=O)N2c2ccc(C)cc2)ccc1O (stereo unspecified)	-0.3
S=C(NCc1ccccc1)NCc1cccc(CNC(=S)NCc2ccccc2)c1	7.9
CCN1CCN(c2cc3c(cc2F)c(=O)c(C(=O)O)cn3C2CC2)CC1	5.6
CN(C)CCC(c1ccc(Br)cc1)c1ccccn1 (stereo unspecified)	2.2
Cn1c(=O)c2nc3ccccc3nc2n(C)c1=O	2.6
COc1ccc2[nH]c(C)c(CN3CCC(C)CC3)c(=O)c2c1	1.4
COc1cc2c(cc1OC)C(c1ccc(-c3cc(Cl)ccc3Cl)o1)=NCC2	5.5
CCOc1ccccc1C(=O)NCCC(=O)O	0.3
O=C(O)CCn1c(=S)n(CCC(=O)O)c2ccccc21	4.0
COc1ccc2cc[nH]c2c1	1.5
O=C(NCc1ccccc1Cl)NC(=O)c1ccccc1	-5.4
O=C(OCCNC(=O)c1ccc2ccccc2n1)c1ccc(F)cc1	0.1
O=C(COc1ccc2ccc(=O)oc2c1)c1ccccc1	6.6
CC(C)OC(=O)CC1C(=O)NCCN1C(=S)NC(=O)c1ccccc1Cl (stereo unspecified)	4.8
Cc1ccc2c(c1)C(C)(C)[C@]1(C)NC(=O)CCN21	4.1
Oc1ccccc1OCCOc1ccccc1OCCOc1ccccc1O	3.7
CC(=O)OC[C@H]1O[C@@H](n2ncc(=O)[nH]c2=O)[C@H](OC(C)=O)[C@@H]1OC(C)=O	-0.4
COc1cccc(N2C(=O)[C@H]3C(C(=O)c4cnccn4)=NN[C@H]3C2=O)c1	2.1
Cc1ccc2c(c1)c1c3n2CCCNC3CCC1 (stereo unspecified)	-1.0
O=C(O)c1ccc(-c2ccc(O)c(F)c2)cc1	-5.2
Cc1nc(NCc2ccco2)c(C#N)c2c1COC(C)(C)C2	-0.8
COc1ccc(CCNC(=O)c2ccc(Cl)cc2)cc1OC	3.9
Cc1ccc2[nH]c3c(=O)n(CCc4cnc[nH]4)cnc3c2c1	0.8
Cc1cc(OCC(=O)C(C)(C)C)c2c(C)c(C)c(=O)oc2c1	3.7
Cc1c(Cc2ccccc2)c(=O)oc2c(CN(C)C)c(O)c(Cl)cc12	1.0
CC(C)OC(=O)c1ccc(NC(=O)c2cncc(Br)c2)cc1	3.1
CCn1c2ccccc2c2cc(CC(N)=O)ccc21	-1.4

# As entered above.
# O=S(=O)(NCCCCCNS(=O)(=O)c1ccccc1)c1ccccc1 | PAD4 inhibitors: 2.7
# Nc1ccc(C(=O)O)c(O)c1 | PAD4 inhibitors: 2.9&-1.5
# S=C(NCc1ccccc1)NCc1cccc(CNC(=S)NCc2ccccc2)c1 | PAD4 inhibitors: 7.9
# CC(C)OC(=O)c1ccc(NC(=O)c2cncc(Br)c2)cc1 | PAD4 inhibitors: 3.1
# CCc1c(C(C)=O)oc2ccc3c(C)cc(=O)oc3c12 | PAD4 inhibitors: 3.0
# CN(C)CCC(c1ccc(Br)cc1)c1ccccn1 (stereo unspecified) | PAD4 inhibitors: 2.2
# CCN1CCN(c2cc3c(cc2F)c(=O)c(C(=O)O)cn3C2CC2)CC1 | PAD4 inhibitors: 5.6

# Next results follow:
Structure	PAD4 inhibitors
O=C(c1ccc(Cl)cc1)C1CCCN(Cc2ccc(Oc3ncccn3)cc2)C1 (stereo unspecified)	-2.8
C#C[C@]1(O)CC[C@H]2[C@@H]3CCc4cc(OC5CCCC5)ccc4[C@H]3CC[C@@]21C	1.9
CN(C)CC/C=C1\c2ccccc2Sc2ccc(Cl)cc21	6.0
O=C(O)C1[C@H]2C(=O)N(C3CCCC3)C[C@]23C=C[C@H]1O3 (stereo partly specified)	1.4
Cc1ccc(NC(=O)CSc2nc(O)c(Cc3ccccc3)c(=O)n2-c2ccccc2)cc1	7.6
Cc1ccccc1N1C(N)=NC(N)=NC1(C)C	-4.8
CC(C)C(=O)Nc1cccnc1	-4.1
O=C(O)CCCNc1ccc(S(=O)(=O)Nc2ccccc2C(=O)O)cc1C(=O)O	-1.7
COc1ccccc1N=CC1=C(O)CC(c2ccccc2)CC1=O (stereo unspecified)	-1.0
COc1ccc(-c2nc3c(=O)n(C)c(=O)[nH]c3n2CCc2ccccc2)cc1	6.6
Cc1ccc(C2CC(c3cccs3)=NN2C(=O)c2ccco2)o1 (stereo unspecified)	8.2
O=C(c1ccco1)N(CCC(c1ccccc1)c1ccco1)Cc1ccco1 (stereo unspecified)	0.4
COc1ccccc1C(=O)c1cc2ccc(O)cc2oc1=O	4.5
CC(C)CN1CCN(Cc2ccc(C#CC(C)(C)O)cc2)CC1CCO (stereo unspecified)	-0.1
CN(C)C(=O)Oc1ccc[n+](C)c1	5.7
O=C(O)C(O)c1ccccc1 (stereo unspecified)	3.3
COc1ccc(CCn2c(C)nc3c(c(=O)c4ccccc4n3C)c2=O)cc1	-1.9
O=C1C=CC(=O)C(C2=C3C(=O)N(CCc4ccccc4)CC(=O)N3CCC2)=C1	1.6
CC1(C)CC(=O)C(C2(O)C(=O)Nc3ccccc32)CO1 (stereo unspecified)	7.9
COc1ccccc1-c1ccc(/C=C2/C=C(CC(C)C)OC2=O)o1	26
CC(=O)Oc1ccc(C2OC(=O)c3ccccc3N2C(C)=O)cc1 (stereo unspecified)	4.6
COc1ccc(C2NC(C(=O)O)Cc3c2[nH]c2ccccc32)cc1CN1CCN(c2ccc(F)cc2)CC1 (stereo unspecified)	6.0
CC(=O)[C@@]1(O)CC[C@H]2[C@@H]3C[C@H](C)C4=CC(=O)CC[C@]4(C)[C@H]3CC[C@@]21C	1.3
COc1ccc2[nH]c(=O)c(CN(C(=O)c3ccco3)C(C)C)cc2c1	-33
COc1cccc2c(O)cc(=O)n(C)c12	0.8
COc1ccc(-c2cc(C(=O)N3CCOCC3)c3cc(C)ccc3n2)cc1	0.3
O=C(O)c1cc(-c2ccc3c(c2)OCO3)nc2ccc(Br)cc12	2.4
CN1C(=O)C(O)(CC(=O)/C=C/C=C/c2ccccc2)c2ccccc21 (stereo unspecified)	1.2
COc1cc(Cl)cc2c1Sc1ccccc1/C2=C/CCN(C)C	8.0
C[C@H](CCC(=O)O)[C@H]1CC[C@H]2[C@@H]3C(=O)C[C@@H]4CC(=O)CC[C@]4(C)[C@H]3CC(=O)[C@]12C	-0.8

# New compounds follow
SMILES | PAD4 inhibitors
CC12CC(c3ccccc3O1)C(C(=O)N1CCOCC1)C(=O)N2 (stereo unspecified) | -3.1
COc1cccc(CN2C(=O)N(C(C)C)C(N(O)C(=O)NC(C)C)C2(C)C)c1OC (stereo unspecified) | 2.9
CC(=O)Nc1ccc(CN2CCN(C3CCCCC3)C(CCO)C2)cc1 (stereo unspecified) | -0.8
COc1ccc(C2c3c(n[nH]c3C)CC(C)(O)C2C(C)=O)cc1OC (stereo unspecified) | -2.8
CC(C)(C)NCC(O)COc1ccccc1C(=O)CCc1ccccc1 (stereo unspecified) | -3.5
CN(C)[C@@H]1C(=O)C(C(=O)NCN2CCCC2)=C(O)[C@@]2(O)C(=O)C3=C(O)c4c(O)cccc4[C@@](C)(O)C3CC12 (stereo partly specified) | 4.4
CCOC(=O)Cc1c(C)nc(N)[nH]c1=O | -2.2
N#Cc1c2c(c(-c3ccccc3)[nH]c1=O)CCCC2 | 5.2
O=C(CCc1c[nH]c2ccccc12)NCc1ccco1 | -5.4
Cc1ncc([N+](=O)[O-])n1CC(O)CCl (stereo unspecified) | -1.4
c1cnc(N2CCN(Cc3ccc4c(c3)OCO4)CC2)nc1 | 0.6
Fc1ccc(C(c2ccc(F)cc2)N2CCN(C/C=C/c3ccccc3)CC2)cc1 | 3.1
O=c1ccn([C@@H]2O[C@H](CO)[C@@H](O)[C@H]2O)c(=O)[nH]1 | 3.1
Nc1nc2ccc(OC(F)(F)F)cc2s1 | 1.5
CN(C)CCCN1c2ccccc2Sc2ccc(C(F)(F)F)cc21 | 2.9
CCOc1ccc(C(=O)N2CCCC2C(=O)O)cc1 (stereo unspecified) | -6.6
Cc1cc(=O)oc(C)c1C(=O)NCCC(C)C | 3.1
Nc1ncnc2c1ncn2C1OC(CO)C(O)C1O (stereo unspecified) | -2.5
OCCN(Cc1nc(-c2ccc3c(c2)OCO3)no1)Cc1cccs1 | -1.0
Cc1cccc(-c2ncc(CN3CCN(CC(C)C)C(CCO)C3)cn2)c1 (stereo unspecified) | 1.7
O=C(CCCCCCCC(=O)c1ccccc1)c1ccccc1 | -0.2
O=C(NNC(=O)c1cccs1)c1ccco1 | 0.2
O=C1C2CC=C(Cl)CC2C(=O)N1CCc1c[nH]c2ccccc12 (stereo unspecified) | -0.5
C[C@H]([C@@H](N)C(=O)N[C@@H](C(=O)O)[C@@H]1O[C@H](n2ccc(=O)[nH]c2=O)[C@@H](O)[C@H]1O)[C@@H](O)c1ccc(O)cn1 | 0.7
CC12CCC(C(=O)Nc3ccccc3Br)(C/C1=N\O)C2(C)C (stereo unspecified) | 2.8
COc1cc([C@@H]2c3cc4c(cc3[C@H](O)[C@H]3COC(=O)[C@H]23)OCO4)cc(OC)c1OC | -0.8
Cc1onc(-c2c(Cl)cccc2Cl)c1C(=O)NC1C(=O)N2C1SC(C)(C)C2C(=O)O (stereo unspecified) | 2.7
COc1cccc(C2CC(=O)C3=C(C2)Nc2ccccc2N(C(=O)CCC(=O)O)C3c2ccc(F)cc2)c1 (stereo unspecified) | 8.6
CCOC(=O)C(Cc1cc(C(C)=O)ccc1OC(C)C)C(=O)OCC | 2.8
CC(C)(C)NC[C@H](O)COc1nsnc1N1CCOCC1 | -3.7
CC(C)(C)OC(=O)N1CCCC1C(=O)NC(Cc1ccccc1)C(=O)O (stereo unspecified) | 4.0
O=C(c1ccc(F)cc1)[C@@H]1[C@@H](C(=O)c2ccccc2)[C@@]2(C(=O)Nc3ccccc32)[C@H]2c3ccccc3C=CN12 | 7.6
Cc1ccc(/C(=C\CN2CCCC2)c2ccccn2)cc1 | -5.7
CC(=O)OCC#CCSc1nc2ccccc2n1C | -1.0
CN(C)c1ccc(O)c2c1CC1CC3[C@@H](N(C)C)C(=O)C(C(N)=O)=C(O)[C@]3(O)C(=O)C1=C2O (stereo partly specified) | 7.2
COc1ccc2c(c1)C=CC1(O2)N(CCO)c2ccccc2C1(C)C (stereo unspecified) | -1.7
Cc1c(OC(=O)CNC(=O)OC(C)(C)C)ccc2c3c(c(=O)oc12)CCC3 | 12
